Eya2 phos inh: blocks the phosphatase activity of human Eya2; recombinant Eya2, OMFP fluorescence dephosphorylation (OMFP is methylfluorescein phosphate); AID 488837; 330,000 tested, 0.006% active; Potency, µM (series often up to 76.9 µM), for inactives: top-dose activity, negative = inhibition, hits mostly inhibitors; note: potency is the fitted concentration of half-maximal effect; % is set by controls: 0 for no effect and ±100 for the full control effect
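Eya2 protein (added as 0.2 uM solution) was preincubated with compound for 10 min at ambient temperature in 50 mM HEPES pH 7.5, 50 mM NaCl, 5 uM MgCl2, 0.05% BSA, 1 mM DTT. OMFP (added at 50 uM) then reacted 10 min; fluorescence read at 485/525 nm.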
BCR signal inh: chronic active BCR signaling inhibition; ABC-DLBCL IkBa-CBG/CBR reporter, luminescence ratio, 4 h; 340,000 tested, 0.05% active; Potency, µM (titrated, usually from 46.1 µM), for inactives: at the top dose ratio change, negative = lower green/red ratio, most hits filed as inhibitors; active = well fitted inhibition curve with a large enough effect in the signal ratio, with a control signal flat, not every such curve was filed as active; inconclusive = small, poorly fitted or top-dose-only effect, or effect the other way, or a change in a side signal; the % refers to the signal ratio;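 note: potency is the fitted concentration of half-maximal effect; plate controls were basal doxycycline-induced cells for no effect and cells given 10 µM MG132 for full effect; MG132 reads +100%, hits lower the ratio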
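Cell line TMD8 (human ABC DLBCL), stably expressing tet-inducible CBG68-IkBa fusion and CBR; IMDM/0.5% FBS; cpd up to 46 uM; dox induction, 4 h, 37C/5% CO2; dual luminescence; green/red ratio; MG132 control.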
USP2a block: USP2a (human) protease inhibition | O75604 | USP2 core, Ub-CHOP2 coupled fluorogenic reporter, 485/531 | Potency, µM (series often up to 38.3 µM), for the others: at the highest dose activity change, negative = inhibition, actives largely listed as inhibitors | 330,000 tested, 0.01% active | AID 463254;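 note: potency is the fitted concentration of half-maximal effect; plate controls were DMSO wells for no effect and full inhibition by NEM control for full effect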
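Deubiquitinase activity read as fluorescence (485/531 nm) after Ub-CHOP2 cleavage activates the enterokinase reporter on its substrate; USP2 core 10nM, Ub-CHOP2 and substrate 25nM each, 30min compound preincubation then 60min RT; data normalized to NEM, curves fitted.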
TCR act: activates T cell receptor signaling; primary human leukocytes, anti-CD3, IL-2 HTRF, 48 h; 330,000 tested, under 10 active; Potency, µM (titrated, usually from 9.22 µM), for inactives: top-dose activation of IL-2 secretion, most hits filed as activators; note: % of control where 0% means no effect
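Using a-CD3 beads without co-stimulation, primary human leukocytes were exposed to compounds for 48 hr. An HTRF IL-2 kit measured the cytokine, with europium-to-d2 energy transfer producing emission at 665nm upon 320nm excitation.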
B2AR arrestin: agonists driving beta-arrestin recruitment to human beta2-adrenergic receptor | AID 492947 | 330,000 tested, 0.02% active | Potency, µM (series often up to 46.1 µM), inactives show at the top dose activation, actives largely listed as activators | P07550 | beta-arrestin recruitment to beta2AR, cell-based reporter;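 note: potency is the fitted concentration of half-maximal effect; 0% = DMSO controls and full agonism = EC100 isoproterenol or metaproterenol; nearly all actives have a fitted effect of over 65% in size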
uPA generation: blocks generation of uPA at the cell surface; 330,000 tested, 0.31% active; Potency, µM (highest dose often 38.3 µM), inactives show at the highest dose activity change, negative = inhibition, hits mostly inhibitors; cell surface uPA generation assay, qHTS; active = well fitted inhibition curve with a large enough effect; inconclusive = small, poorly fitted or top-dose-only effect; inactive = no such curve, though single readings can be large or run the other way; tested in mouse RAW 264.7 cells; note: potency is the fitted concentration of half-maximal effect; % is set by controls: 0 for no effect and ±100 for the full control effect; nearly all actives have a fitted effect of over 55% in size
Tb PFK block: T. brucei PFK enzyme inhibition; O15648; T. brucei PFK, ADP-Glo luminescence; Potency, µM (top dose mostly 57.5 µM), for inactives: top-dose activity, negative = inhibition, hits mostly inhibitors; 330,000 tested, 0.17% active; AID 485367;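 note: potency is the fitted concentration of half-maximal effect; 0% = uninhibited 1x PFK enzyme wells and -100% = no-enzyme wells; nearly all actives have a fitted effect of over 60% in size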
Target sequence (O15648 whole entry, looked up): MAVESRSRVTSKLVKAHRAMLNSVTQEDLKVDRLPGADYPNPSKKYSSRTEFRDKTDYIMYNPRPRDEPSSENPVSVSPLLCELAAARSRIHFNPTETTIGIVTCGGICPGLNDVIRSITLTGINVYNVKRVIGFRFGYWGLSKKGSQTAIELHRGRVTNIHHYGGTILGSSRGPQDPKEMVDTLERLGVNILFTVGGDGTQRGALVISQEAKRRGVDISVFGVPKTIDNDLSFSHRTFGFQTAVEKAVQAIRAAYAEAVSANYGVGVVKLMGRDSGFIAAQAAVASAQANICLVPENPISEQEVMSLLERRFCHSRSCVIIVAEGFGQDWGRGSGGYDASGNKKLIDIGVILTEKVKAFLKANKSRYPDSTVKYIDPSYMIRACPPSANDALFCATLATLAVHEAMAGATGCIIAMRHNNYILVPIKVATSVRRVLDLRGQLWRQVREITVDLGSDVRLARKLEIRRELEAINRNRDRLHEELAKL
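PFK 1.25 nM, F6P 0.5 mM, ATP 0.1 mM, 0.1 M TEA pH 8.0, 5 mM MgCl2, 0.01% Tween20, 0.1% BSA; 45 min RT. ADP-Glo readout. qHTS titration up to 57 uM; curves fitted, compounds curve-classed.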
ELG1 repair inh: inhibitors of ELG1-dependent DNA repair in HEK293T cells | HEK293T ELG1-luciferase reporter, luminescence, 16 h; DNA damage induced by 5-fluorouridine | 330,000 tested, 2.3% active | Potency, µM (titrated, usually from 46.1 µM), for inactives: at the top dose activity change, negative = inhibition, actives largely listed as inhibitors; note: potency is the fitted concentration of half-maximal effect; % is set by controls: 0 for no effect and ±100 for the full control effect; nearly all actives have a fitted effect of over 55% in size
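Overnight (16 hr) co-exposure of 2,000 cells/well to 5-fluorouridine and compound at 37 °C preceded detection. Luciferase was quantified via ONE-Glo luminescence; loss of signal denotes inhibition.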
TSHR antag: human thyrotropin receptor antagonism. activity change, negative = inhibition, % at 11.5 µM. TSHR-expressing cells, TSH-stimulated cAMP HTRF, 2 h; hits give low values. 330,000 tested, 0.2% active. AID 504810. P16473;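 active = activity change below a set negative limit, meaning inhibition stronger than a set level, cut at about -70% in these data; inconclusive = activity change between two set negative limits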; note: % is set by controls: 0 for no effect and ±100 for the full control effect
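Cell-based HTRF cAMP assay; TSHR cells + compound, TSH EC80 (4nM final), 2 h, 37 deg C. Lysis with anti-cAMP cryptate and cAMP-d2, 30 min RT, read 665/620 nm.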
Mito fusion act: inhibitors of mitochondrial division or activators of mitochondrial fusion | S. cerevisiae fusion-defective mutant growth rescue, CellTiterGlo 48 h | Potency, µM (titrated, usually from 46.1 µM), for inactives: at the top dose growth rescue (activation), most hits filed as activators | 320,000 tested, 0.23% active;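 note: potency is the fitted concentration of half-maximal effect; % of control where 0% means no effect; nearly all actives have a fitted effect of over 45% in size; temperature-sensitive fusion mutants such as fzo1-1 at 37 °C on non-fermentable ethanol glycerol medium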
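Compounds are tested for their ability to restore growth of mitochondrial fusion-defective yeast strains at non-permissive 37C in YPEG medium over 48 hours. Viability is quantified by luciferase luminescence.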
PTAP TSG101 blk: blocks PTAP/TSG101 interaction to inhibit HIV-1 budding; Q99816; Fluorescence polarization, FITC-PTAP peptide / Tsg101 binding; Potency, µM (series often up to 115 µM), without a hit: at the highest dose activity change, negative = inhibition, most hits filed as inhibitors; 340,000 tested, under 10 active; AID 493005; active = well fitted inhibition curve with a large enough effect in the main read-out, with a control signal flat, not every such curve was filed as active; inconclusive = small, poorly fitted or top-dose-only effect, or effect the other way, or a change in a side signal; inactive = no such curve, though single readings can be large or run the other way; note: potency is the fitted concentration of half-maximal effect; % of control where 0% means no effect
Target sequence (Q99816 whole entry, looked up): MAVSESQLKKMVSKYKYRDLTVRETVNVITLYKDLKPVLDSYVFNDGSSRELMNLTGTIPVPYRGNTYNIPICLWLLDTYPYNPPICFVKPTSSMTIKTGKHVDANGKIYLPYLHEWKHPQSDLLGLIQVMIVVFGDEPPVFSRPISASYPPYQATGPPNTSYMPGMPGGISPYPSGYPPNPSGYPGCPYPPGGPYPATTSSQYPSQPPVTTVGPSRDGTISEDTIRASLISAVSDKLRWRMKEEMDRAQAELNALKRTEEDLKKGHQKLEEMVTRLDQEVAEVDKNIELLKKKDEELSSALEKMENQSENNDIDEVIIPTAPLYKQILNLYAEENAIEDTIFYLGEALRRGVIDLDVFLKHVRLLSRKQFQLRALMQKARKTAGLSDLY
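FP read-out: FITC-PTAP peptide, 50 nM final, binding Tsg101 binding domain, 10 uM final; 20 min, r.t.; 10 mM HEPES pH 7.5, 0.15 M NaCl, 0.01% Tween 20, 3 mM EDTA, 0.1 mM TCEP.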
The depositor's hits bear a star; ? = inconclusive; / = not tested or not shown; & = joins results of further samples; [ ] = remark or other dose. Unless noted, calls come from the whole dose curve; as a rule, active = well fitted curve in the direction sought with a large enough effect; inconclusive = small, poorly fitted or top-dose-only effect, or another doubt; inactive = no such curve, though single readings can be large; an effect the other way counts as inactive or inconclusive. Random draw from the library, and some 3% of all compounds hit somewhere here.

SMILES	Eya2 phos inh	BCR signal inh	USP2a block	TCR act	B2AR arrestin	uPA generation	Tb PFK block	ELG1 repair inh	TSHR antag	Mito fusion act	PTAP TSG101 blk
Cn1cccc1/C=C1\SC(=S)N(NC(=O)c2ccccc2)C1=O	-13%	-6%	9%	3%[46.1 µM]	-0.3%	-5%	-2%	15%	-7	5%	31%[activator]
Cc1c(C(=O)Nc2ccncc2)oc2ccccc12	-4%	-4%	-5%	4%	0.7%	/	2%	?	-15	-3%	-7%
N#CCSc1nnc(Cc2cccc3ccccc23)n1C1CCCCC1	31%[15.4 µM]	?	1%	2%	0.2%	4%	6%	-12%	-21	5%	-4%
O=C(c1nc2ccccc2[nH]1)c1ccccc1[N+](=O)[O-]	10%	-13%	-1%	-1%	0.0%	4%	2%	?	0	-2%	2%
CSc1ccc(/C=C/C(=O)c2ccc(NC(=O)C(C)C)cc2)cc1	4%	?	-3%	0%	-0.4%	-16%	-1%	-5%	-23	8%	-1%
Cc1ccc(C(=O)NNC2CC(=O)N(c3ccc4c(c3)OCCO4)C2=O)cc1 (configuration not stated)	11%	-2%	-1%	4%	-0.1%	-2%	4%	20%	16	21%	-2%
Cc1cccc(-n2c(-c3ccncc3)n[nH]c2=S)c1	1%	0%	0%	?	-0.7%	5%	-12%	9%	-6	0%	-1%
Cn1c(=O)n(CCO)c(=O)c2c1nc(Br)n2Cc1ccccc1	-9%	-1%	0%	4%	-0.5%	25%	1%	-3%	-7	0%	-1%
CCOC(=O)C1=C(N)OC2=C(C(=O)CC(C)C2)C1c1cccnc1 (configuration not stated)	-14%	-5%	0%	5%	0.1%	-8%	0%	1%	6	-4%	-5%
O=C(COC(=O)c1cccc(F)c1)Nc1ccc(Cl)cn1	11%	-1%	4%	-4%	0.0%	3%	12%	-1%	/	/	-1%
CC(NC(=O)c1ccco1)c1ccc(-n2ccnc2)cc1 (configuration not stated)	5%	-12%	-4%	1%	0.0%	-2%	18%	10%	6	0%	1%
CCCCn1c(N)c(-c2nc3ccccc3o2)c2c([N+](=O)[O-])nn(C)c(=O)c21	-11%	1%	2%	7%[46.1 µM]	-0.8%	-1%	0%	?	-4	4%	-8%
COc1ccc(S(=O)(=O)Nc2cccc(S(=O)(=O)N3CCCC3)c2)cc1OC	-12%	-3%	0%	-25%	-0.3%	1%	-10%	1%	6	-2%	-2%
COc1ccc2sc3ccccc3c(=O)c2c1OC	-10%	?	0%	-11%	0.4%	-7%	1%	?	-5	-3%	-2%
CCc1nnc(NC(=O)CSc2nc(SC)ns2)s1	8%	0%	-1%	-1%	0.1%	7%	-3%	?	5	-2%	4%
CCn1c(SCC(=O)NC2CCCC2)nnc1C(C)NC(=O)c1ccccc1Br (configuration not stated)	-7%	?	1%	0%	-0.7%	-6%	0%	11%	/	0%	-2%
CCN(CC)c1ccc(C2=NNC(=O)CC2C)cc1[N+](=O)[O-] (configuration not stated)	-37%	?	-20%	-17%	0.4%	/	-3%	?	19	0%	-9%
CCOC(=O)c1nn(-c2ccc(Cl)cc2)c2nc(CC)c(C#N)c(=O)n12	4%	19%	?	7%[46.1 µM]	-1.2%	1%	-7%	10%	1	0%	-1%
CC(=O)c1c(C)[nH]c(C(=O)Nc2nc(-c3ccc(-c4ccccc4)cc3)cs2)c1C	7%	?	1%	-1%[46.1 µM]	-0.3%	-5%	-5%	21µM*	-48	8%	-5%
CC(C)(C)NC(=O)Cn1nnc(-c2ccc(Cl)cc2)n1	1%	-7%	3%	2%	0.0%	8%	1%	9%	1	8%	-7%
CCCc1nnc(NC(=O)c2nc(S(=O)(=O)Cc3cccc(C)c3)ncc2Cl)s1	0%	?	4%	-7%	0.0%	?	-6%	?	?	-41%[inhibitor]	-1%
COc1ccc(-c2cc(C(=O)OCC(=O)Nc3cc(C)on3)c3ccccc3n2)cc1OC	0%	3%	1%	3%	0.1%	3%	0%	-12%	2	3%	0%
O=C(NNC(=O)C1CC=CCC1)c1ccccc1Cl (configuration not stated)	4%	?	0%	-1%	-0.7%	-2%	0%	?	-8	-3%	0%
NC(=O)Cc1ncc(C(F)(F)F)cc1Cl	-13%	0%	2%	-15%	-0.7%	2%	1%	-7%	-9	-2%	-3%
CC(C)(C)C(=O)Nc1ccc(S(=O)(=O)Nc2ccccn2)cc1	17%	-2%	10%	5%	-0.2%	-4%	-2%	6%	2	1%	4%

Following part
SMILES	Eya2 phos inh	BCR signal inh	USP2a block	TCR act	B2AR arrestin	uPA generation	Tb PFK block	ELG1 repair inh	TSHR antag	Mito fusion act	PTAP TSG101 blk
CN(Cc1cnc2nc(N)nc(N)c2n1)c1ccc(C(=O)N[C@@H](CCC(=O)O)C(=O)O)cc1	-4%	/	/	9%&-11%	/	-80%&16%	/	/	8	-48%[inhibitor]	0%&-3%
Cc1ccc(C2C(C(=O)c3cccs3)=C(O)C(=O)N2c2cccc(C)n2)cc1 (configuration not stated)	-9%	14%	0%	1%	-0.5%	-3%	0%	11%	15	6%	-8%
COc1cccc2[nH]c3c(Cl)ncnc3c12	-8%	?	3%	1%[46.1 µM]	1.1%	-4%	-1%	-15%	9	7%	-3%
Cc1ccc(CNC(=O)CCS(=O)(=O)c2cccc3nonc23)cc1	-22%	-9%	4%	7%	-0.2%	2%	-3%	-1%	-4	-3%	-2%
CCN(CCCNC(=O)CCNC(=O)Cn1cnc2ccccc2c1=O)c1ccccc1	-7%	0%	4%	-2%	-1.1%	-3%	-2%	0%	1	2%	-6%
COc1ccc(/C=N\NC(=O)c2ccccc2)cc1COc1ccc(F)cc1	-18%	?	0%	1%	-4.3%	?	5%	?	16	-5%	-11%
O=c1cc(CN2CCN(c3cccc(Cl)c3)CC2)c2cc3c(cc2o1)CCCC3	-10%	-4%	0%	7%	-0.1%	/	-7%	2%	-5	1%	-2%
Cc1cccc(NC(=S)NC(=O)c2cccs2)n1	9%	?	1%	0%	?	/	0%	?	16	-8%	-1%
Cc1cccnc1NC(=O)c1ccc2c(c1)OCO2	7%	?	1%	-27%	-0.8%	-13%	-4%	?	-5	0%	-2%
Cc1cccc(/N=C/c2c(C)[nH]n(-c3ccccc3)c2=O)n1	12%	14%	0%	6%	-0.4%	-1%	-4%	-1%	1	-2%	-2%
O=C(Nc1ccc(-n2ccc(C(F)(F)F)n2)cc1)c1cccs1	5%	?	2%	-4%	0.3%	-4%	-2%	?	-6	10%	-5%
COc1ccc2cc3c(N)nn(C(=O)c4ccc(OC)c(OC)c4)c3nc2c1	-5%	-2%	-2%	/	0.1%	/	-5%	/	1	-11%	/
O=C(CSc1ncnc2nc[nH]c12)N1CCN(c2ccccc2)CC1	-12%	-1%	0%	0%	-1.6%	-1%	1%	-10%	-6	-2%	-2%
CC(NC(=O)C1(C)CC1(Br)Br)C(C)(C)C (configuration not stated)	8%	-6%	-1%	13%	0.1%	1%	-1%	-3%	10	1%	0%

Screening data deposited in PubChem by National Center for Advancing Translational Sciences (NCATS).
